Screening data from PubChem BioAssay.
Pin1 inh: blocks the human prolyl isomerase Pin1; AID 504891; Q13526; Pin1 FP peptide displacement, HiFluor488, 10 min; Potency, µM (series often up to 115 µM), inactives show at the top dose activity, negative = inhibition, actives largely listed as inhibitors; actives 0.009% (n = 390,000); active means well fitted inhibition curve with a large enough effect in the polarisation, with a control signal flat, not every such curve was filed as active; inconclusive means small, poorly fitted or top-dose-only effect, or effect the other way, or a change in a side signal; inactive means no such curve, though single readings can be large or run the other way; the % refers to the polarisation; further: potency means the concentration at half of the fitted maximal effect; on the % scale 0 is the no-effect control and ±100 the full control effect
Target sequence (Q13526 whole entry, looked up): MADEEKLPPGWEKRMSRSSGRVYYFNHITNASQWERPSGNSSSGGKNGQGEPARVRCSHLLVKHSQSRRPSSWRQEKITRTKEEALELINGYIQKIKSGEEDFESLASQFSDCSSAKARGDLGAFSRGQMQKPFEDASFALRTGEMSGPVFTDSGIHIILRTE
D2 agonist: agonists of human D2 dopamine receptor. actives 0.53% (n = 340,000). P14416. activation, % at 2 µM. HEK293 T-REx D2 cells, calcium flux agonist mode;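 active means activation over 3 SD above normal in the single-dose calcium agonist read, cut at about 30% in these data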; further: 0% is about no effect
Target sequence (P14416 whole entry, looked up): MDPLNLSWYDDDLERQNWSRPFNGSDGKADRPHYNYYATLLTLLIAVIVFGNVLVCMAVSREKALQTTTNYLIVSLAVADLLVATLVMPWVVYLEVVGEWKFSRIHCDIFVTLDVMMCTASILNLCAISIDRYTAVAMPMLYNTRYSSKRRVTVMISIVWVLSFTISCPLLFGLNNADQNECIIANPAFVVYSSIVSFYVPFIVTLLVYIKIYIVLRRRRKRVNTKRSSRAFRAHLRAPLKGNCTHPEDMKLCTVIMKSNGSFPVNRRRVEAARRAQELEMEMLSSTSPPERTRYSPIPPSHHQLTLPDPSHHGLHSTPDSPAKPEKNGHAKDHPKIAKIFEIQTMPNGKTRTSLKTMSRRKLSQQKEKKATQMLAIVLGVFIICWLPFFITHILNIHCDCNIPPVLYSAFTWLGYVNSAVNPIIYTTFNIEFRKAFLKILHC
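Agonism is scored from calcium flux in a force-coupled, inducible HEK293 cell line expressing D2, read kinetically for 180 s after compound addition against dopamine controls.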
USP1-UAF1 inh: USP1/UAF1 (human) deubiquitinase inhibition | O94782 | AID 743255 | recombinant USP1/UAF1, Ub-Rhodamine cleavage fluorescence | actives 0.23% (n = 390,000) | Potency, µM (doses to about 57.1 µM), inactives show at the top dose activity change, negative = inhibition, usual class: inhibitors; further: potency means the concentration at half of the fitted maximal effect; on the % scale 0 is the no-effect control and ±100 the full control effect; nearly all actives have a fitted effect of over 60% in size; inactives centre near -12
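1 nM enzyme complex + cpd, 15 min RT; start with Ub-Rho 150nM final; kinetic fluorescence ex 480/em 540, 6 reads q60 s. Buffer 50mM HEPES pH 7.8, 0.5mM EDTA, 0.1 mg/ml BSA, 1mM TCEP, 0.01% Tween-20.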
IDH1 R132H inh: inhibitors of human mutant IDH1 R132H. Potency, µM (series often up to 76.6 µM), for the others: at the top dose activity change, negative = inhibition, usual class: inhibitors. actives 0.093% (n = 390,000). IDH1-R132H enzyme, NADPH consumption, diaphorase/resazurin fluorescence; further: potency means the concentration at half of the fitted maximal effect; on the % scale 0 is the no-effect control and ±100 the full control effect; nearly all actives have a fitted effect of over 65% in size
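IDH1-R132H (0.5 ug/mL) preincubated 30 min with compound, then NADPH (0.016 mM) and alpha-KG (2 mM) added; 80 min at RT, pH 7.5. Remaining NADPH coupled via diaphorase/resazurin to fluorescence (540/590 nm); concentration-response curves normalized to no-enzyme control.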
rTrxR1 inhibitor: rat TrxR1 inhibition. O89049. recombinant rTrxR1, NADPH fluorescence consumption, selenite substrate. Potency, µM (doses to about 114 µM), inactives show at the highest dose activity change, negative = inhibition, usual class: inhibitors. actives 1% (n = 390,000). AID 588453; further: potency means the concentration at half of the fitted maximal effect; on the % scale 0 is the no-effect control and ±100 the full control effect; nearly all actives have a fitted effect of over 65% in size
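Rat TrxR1 (90 nM in the dispensed reagent) was pre-reduced with 400 uM NADPH for 5 min at room temperature, then incubated with compound for 15 min. After 400 uM selenite was added, NADPH fluorescence (Ex 340/Em 450 nm) was followed for 8 min.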
TrxR1 substrate: substrates of rat thioredoxin reductase 1 | O89049 | purified TrxR1 substrate turnover, NADPH consumption readout | Potency, µM (doses to about 114 µM), without a hit: top-dose activity change, negative = substrate turnover | actives 0.01% (n = 390,000); further: potency means the concentration at half of the fitted maximal effect; on the % scale 0 is the no-effect control and ±100 the full control effect; nearly all actives have a fitted effect of over 50% in size
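Rat TrxR1, dispensed at 90 nM, was prereduced with 400 uM NADPH (final) for 5 min at ~22 deg C, then incubated with compound 15 min before 400 uM selenite. A first-read NADPH fluorescence drop versus no-compound background flagged substrates.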
D2 antag: antagonizes the human D2 dopamine receptor; inhibition, % at 10 µM; HEK293 TREx D2 cells, calcium flux, dopamine EC80; actives 2% (n = 340,000); P14416; in the data active means inhibition above about 30%; further: 0% is about no effect
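Overnight-induced (tetracycline, 30 C) HEK293 T-REx cells carrying force-coupled D2 receive a no-wash calcium dye, then compound, then EC80 dopamine at 180 s; signals are read kinetically throughout.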
TRHR PAM: allosterically enhances the human TRH receptor | P34981 | TRHR cells, fluo-8 calcium fluorescence, EC20 TRH enhancement | enhancement, % at 2 µM | actives 0.66% (n = 360,000) | AID 493056; in the data active means enhancement above about 30%; further: 0% is about no effect
Target sequence (P34981 whole entry, looked up): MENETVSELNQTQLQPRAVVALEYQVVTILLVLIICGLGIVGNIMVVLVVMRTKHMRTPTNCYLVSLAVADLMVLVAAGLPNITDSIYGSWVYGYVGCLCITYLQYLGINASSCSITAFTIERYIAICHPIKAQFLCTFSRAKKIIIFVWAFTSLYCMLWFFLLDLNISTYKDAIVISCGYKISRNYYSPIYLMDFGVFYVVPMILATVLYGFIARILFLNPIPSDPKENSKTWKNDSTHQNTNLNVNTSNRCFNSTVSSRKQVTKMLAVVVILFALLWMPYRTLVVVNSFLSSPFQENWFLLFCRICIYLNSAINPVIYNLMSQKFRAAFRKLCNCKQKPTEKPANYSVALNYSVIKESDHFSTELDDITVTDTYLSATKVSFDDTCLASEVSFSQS
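TRHR-expressing cells loaded with fluo-8 calcium dye were read kinetically (ex 480/em 530) during compound addition, then stimulated with an EC20 of TRH (10 nM final). Enhancement of the Gq-mediated intracellular calcium response was scored.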
TRHR ag: activates the human TRH receptor | P34981 | actives 0.18% (n = 360,000) | activation, % at 2 µM | TRHR cells, calcium flux fluo-8, FDSS agonist mode; in the data active means activation above about 30%; further: 0% is about no effect
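Steps: seed TRHR cells overnight; add fluo-8 no-wash Ca dye, RT 30 min–1.5 h; record 10 s baseline; pin-transfer compounds; monitor fluorescence 1 cycle/s for the agonist window. Calcium increases flag candidate agonists.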
An asterisk follows results filed as active; ? = inconclusive; · = no result given; [ ] = dose if it differs, or a comment. Unless noted, the call rests on the fitted dose curve; in most records, active means well fitted inhibition curve with a large enough effect; inconclusive means small, poorly fitted or top-dose-only effect; inactive means no such curve, though single readings can be large or run the other way. A portion of the library; count on the stated rates, not on these rows.

smiles	Pin1 inh	D2 agonist	USP1-UAF1 inh	IDH1 R132H inh	rTrxR1 inhibitor	TrxR1 substrate	D2 antag	TRHR PAM	TRHR ag
COc1cnn(-c2ccc(C)cc2)c(=O)c1Br	-5%	-0.4	-16%	-9%	8%	2%	-1	1	0.0
CC(=O)c1cccc(NC(=O)CNC(=O)Cc2ccccc2)c1	-7%	1.0	?	-3%	8%[0.457 µM]	-2%	-15	1	0.0
CCOc1ccc(C(=O)NCc2ccc3c(c2)CCN3C(=O)c2ccc(C)cc2)cc1OCC	?	-0.7	?	-11%	14%[57.1 µM]	-4%[57.1 µM]	·	-7	-0.1
CCOC(=O)c1c(C)oc2nc(C)nc(NCC3CCN(Cc4ccc(F)cc4)CC3)c12	4%	0.0	-10%	5%	-3%	-8%	·	13	-0.6
CCCCCCCC[n+]1cccc(C(=O)N(CC)CC)c1	1%	-0.3	-9%	13%	28%	1%	-6	2	-0.8
CC(=O)N(c1ccc(C(F)(F)F)cc1)S(=O)(=O)c1ccc(N2C(=O)CCC2=O)cc1	-8%	0.2	-14%	-11%	19%	6%	0	2	-0.2
C[C@H](/C=C/[C@@]1(O)[C@H](C)C[C@H](O)CC1(C)C)O[C@@H]1O[C@H](CO)[C@@H](O)[C@H](O)[C@H]1O	-7%	1.6	-24%	-6%	9%[57.1 µM]	4%[57.1 µM]	9	-3	0.5
COc1cc(C(=O)NCCC(=O)N2CCC3(CC2)NCCc2[nH]cnc23)cc(OC)c1OC	-11%	0.6	-24%	8%	19%	2%	-8	2	0.4
CCn1c(CCc2nc3ccccc3[nH]2)n[nH]c1=S	-4%	0.0	-5%	1%	20%[57.1 µM]	8%[57.1 µM]	14	4	0.1
COCCOC(=O)c1c(C)oc2ccc(OCc3ccccc3)cc12	1%	0.4	-23%	2%	24%	3%[57.1 µM]	64*	2	0.2
CC1(c2ccccc2)CC(C)(C)n2c(O)c(C3=NC(=S)NC3=O)c3cccc1c32 (stereo unspecified)	-1%	-0.2	-15%	-14%	4%	-10%	3	1	0.8
Cc1ccc(C(=O)N2CC(=O)Nc3ccc(F)cc3C2c2ccccc2)cc1[N+](=O)[O-] (stereo unspecified)	0%	3.2	-9%	-1%	30%	9%	4	0	1.2
Cn1c(SCCOc2ccccc2Cl)nnc1-c1ccncc1	?	-0.5	-14%	-1%	11%	5%	8	-7	0.4
COc1ccc(N(C(=O)CNC(=O)c2cccs2)C(C(=O)NC2CCCC2)c2ccncc2)cc1 (stereo unspecified)	0%	1.0	-16%	-6%	-8%	-9%	8	23	0.5
O=S(=O)(c1ccc(Cl)s1)N1CCN(CCc2ccccc2)CC1	5%	-0.6	-7%	3%	-5%	-13%	-17	-6	0.5
CCOc1ccc(NC(=O)/C=C/c2ccc(OC)cc2)c([N+](=O)[O-])c1	?	1.1	-4%	4%	0%[57.1 µM]	5%[57.1 µM]	0	-1	0.1
[O-]/[N+](=C\c1ccccc1)c1ccccc1	-1%	0.6	-23%	-7%	-10%	-12%	4	-3	0.7
Cc1cc(-c2ccccc2)nc(N(C)NC(=O)c2c(F)cccc2F)c1S(C)(=O)=O	3%	0.6	-15%	2%	22%[57.1 µM]	10%[57.1 µM]	-12	-2	-0.4
COc1ccc(NC(=O)O/N=C/c2ccncc2)cc1	0%	·	-8%	3%	0%	-2%	·	5	-0.2
CCOc1ccccc1OCCCC(=O)NC1=NCCS1	3%	-0.8	3%	1%	14%	-1%	14	1	-0.4
CC(NC(=O)c1ccc(Cl)cc1)C(=O)N1CCCCC1 (stereo unspecified)	-5%	-2.2	-7%	-10%	4%[57.1 µM]	-2%[57.1 µM]	-1	5	-1.1
Cc1cc(C(=O)Nc2ccccn2)no1	6%	0.1	-13%	-2%	18%	-4%	3	-1	0.0
CC(=O)c1ccc(NC(=O)c2ccc(S(=O)(=O)c3ccccc3)cc2)cc1	10%	1.1	0%	2%	-6%[57.1 µM]	0%[57.1 µM]	13	-2	0.0
Cc1nc2c(c(C)c1CCC(=O)Nc1ccc(F)cc1)c(=O)n(C)c(=O)n2C	0%	-1.0	-22%	0%	26%	8%	·	2	-0.1
CC(=O)COC(=O)CCc1nc2ccccc2[nH]c1=O	-9%	-0.1	-4%	6%	24%	30%	9	-1	0.3
O=C(/C=C/c1ccccc1)c1ccccn1	-6%	-0.4	-4%	8%	?	9%[57.1 µM]	1	12	1.4
COc1ccc(C(=O)Nc2ccc3nc(N4CCOCC4)sc3c2)cc1OC	0%	0.1	-18%	3%	9%	0%	6	-2	-1.1
CC1CN(CN2C(=O)c3ccccc3C2=O)CC(C)O1 (stereo unspecified)	-10%	-0.6	3%	8%	13%	0%	11	0	-0.7
COc1cc(NC(=O)c2oc3ccccc3c2C)ccc1NC(=O)c1ccco1	38%[activator]	1.2	-18%	-3%	4%[57.1 µM]	54%[activator][57.1 µM]	5	6	1.7
CN1CC=C2C(C#N)=C(N)C(C#N)(C#N)[C@H](c3cccc(Cl)c3)C2C1 (stereo partly specified)	?	0.0	-16%	-23%	8%[57.1 µM]	25%[57.1 µM]	15	2	-1.0
CCc1ccc(-c2nc(CN3CCCC(C(=O)N4CCN(c5cc(Cl)ccc5C)CC4)C3)c(C)o2)cc1 (stereo unspecified)	-2%	0.4	-19%	?	35%	-2%	·	13	0.4
Cc1cc(C)c(S(=O)(=O)NCCc2csc3nc(-c4ccc(Cl)cc4)nn23)c(C)c1	-2%	1.9	-19%	-8%	16%[57.1 µM]	-3%[57.1 µM]	·	0	1.2
Cc1ccc(S(=O)(=O)N2[C@@H](c3ccc(Cl)c(Cl)c3)C(C(=O)O)=C[C@H]2C(C)(C)C)cc1	4%	·	?	-28%	?	2%	·	·	·
Cc1cccc(NC(=O)[C@@H]2CCCN2C(=O)OC(C)(C)C)c1C	5%	-1.5	-29%	-2%	1%	-2%	-10	23	1.0
O=[N+]([O-])c1c(C(Cl)Cl)nn(-c2ccccc2)c1N1CCCC1	2%	0.1	?	1%	20%	9%	-6	5	0.1
Cc1ccc(S(=O)(=O)NCC(=O)N(CC(=O)NCc2ccco2)Cc2ccccc2)cc1	-10%	·	-18%	19%	12%	5%	·	-5	0.3
Cc1cc(Nc2cccc(Cl)c2)nc(NCc2ccccc2)n1	?	1.4	-10%	2%	8%	-2%	-4	11	-0.4
CC(C)(C)CC(=O)Nc1ccc(C(N)=O)cc1	-3%	-0.1	-5%	-2%	7%	-2%	-5	1	0.0
[O-][N+]12CC[N+]([O-])(CC1)c1ccccc12	-8%	13	-8%	0%	10%[57.1 µM]	8%[57.1 µM]	-1	1	0.4
Cc1cn2c(=O)cc(COC(=O)c3cccc(NC(=O)c4ccccc4C)c3)nc2s1	-2%	1.0	-22%	33%	7%[57.1 µM]	5%[57.1 µM]	·	-1	-0.5
O=C1/C(=C/c2cccnc2)Oc2cc(OS(=O)(=O)c3ccc(Cl)cc3)ccc21	-10%	0.6	-20%	-7%	13%	0%	-9	4	0.0
CC(=O)N(CC1CCCO1)C1(C(=O)NC2CCCC2)CCCCC1 (stereo unspecified)	14%	0.3	-8%	7%	-1%[57.1 µM]	-7%[57.1 µM]	-1	-1	0.4
O=C(NC1=NCCS1)c1cccc(S(=O)(=O)N2CCc3ccccc32)c1	7%	·	-19%	0%	21%[57.1 µM]	-5%[57.1 µM]	·	-10	0.1
CCn1c(O)c(/C=N/N=C/c2ccccc2)c2ccc(C3=NNC(=O)CC3)cc21	?	5.2	?	1%	-21%	-13%	-7	5	7.8
COc1cc(N2N=C(c3ccccc3)CC2c2ccccc2)c(C=O)cc1C=O (stereo unspecified)	-7%	1.4	-1%	0%	8%[57.1 µM]	17%	0	0	0.3
O=C(N/N=C\c1ccc(F)cc1)c1cc(OCC(F)(F)F)ccc1OCC(F)(F)F	1%	-0.4	0%	9%	3%	-5%	-2	-4	0.2
COc1ccccc1NS(=O)(=O)c1cn(C)c(C)n1	1%	-0.2	?	12%	32%[57.1 µM]	10%[57.1 µM]	·	8	-1.2
Cc1ccn2c(CN(C)CCn3nc(C)cc3C)c(C(=O)N3CCCCCC3)nc2c1	-2%	0.1	-23%	-6%	15%	9%	12	-1	-0.7
Cc1c(C(=O)NCCCN2CCCC2=O)oc2ccc(S(=O)(=O)N3CCOCC3)cc12	-2%	0.8	-16%	14%	1%	-2%	44*	-10	-0.4
Cc1c(NC(=O)C(C)OC(=O)c2cccc([N+](=O)[O-])c2)c(=O)n(-c2ccccc2)n1C (stereo unspecified)	-1%	-0.7	2%	0%	12%[57.1 µM]	2%[57.1 µM]	-6	-6	0.3
CCN1/C(=C/C=C/C=C/c2sc3ccccc3[n+]2CC)Sc2ccccc21	·	-0.7	·	·	?	-2%	6	-8	-0.1
Cc1c(Cl)cccc1NC(=O)COC(=O)Cc1ccsc1	-2%	-0.4	-15%	3%	12%	4%	0	8	-0.2
CN(C)S(=O)(=O)c1ccc(S(=O)(=O)NCc2ccc3c(c2)OCO3)cc1	1%	-0.9	?	6%	-2%[57.1 µM]	2%	-4	1	1.9
O=C(O)C/C(=C\c1cccc(NC(=O)c2ccccc2Cl)c1)c1nc2ccccc2s1	-22%	-0.1	-21%	5%	22%[57.1 µM]	-5%[57.1 µM]	-14	-2	0.9

Three entries already listed, ordered by the number in rTrxR1 inhibitor, falling:
mol | rTrxR1 inhibitor
CCc1ccc(-c2nc(CN3CCCC(C(=O)N4CCN(c5cc(Cl)ccc5C)CC4)C3)c(C)o2)cc1 (stereo unspecified) | 35%
Cc1cc(Nc2cccc(Cl)c2)nc(NCc2ccccc2)n1 | 8%
Cc1cccc(NC(=O)[C@@H]2CCCN2C(=O)OC(C)(C)C)c1C | 1%
